Bioassay records: PubChem BioAssay, National Center for Advancing Translational Sciences (NCATS)
IL1B secr inh – inflammasome signaling inhibition, IL-1 beta readout | THP-1 LPS/ATP IL-1B secretion, AlphaLISA, 16 h; stronger effect = lower value | activity change, % at 57.5 µM | 360,000 tested, 4.7% active | AID 743279; in the data active = activity change below about -50%; inconclusive = mostly about -30% to -49%; note: % is set by controls: 0 for no effect and ±100 for the full control effect
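THP-1 cells pretreated 1 hr with compounds (up to 57.5 uM final), then stimulated with LPS (250 ng/mL final) plus ATP (1.25 mM final); secreted IL-1B measured by AlphaLISA after 16 hr, decreased signal indicating inhibition.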
HT1080 IDH1KD tx – HT-1080 IDH1 knockdown cell toxicity (counter line) | HT-1080 IDH1 knockdown viability, ATP luminescence, 48 h | Potency, µM (highest dose often 46.1 µM), inactives show at the top dose activity, negative = toxicity, most hits filed as cytotoxic | 360,000 tested, 2% active | AID 686971;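 note: potency is the fitted concentration of half-maximal effect; 0% = DMSO wells and -100% = cell-free medium wells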
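Knockdown cells (IDH1KD HT-1080) received compounds 2 h after plating at 750 cells/well and were kept 48 h at 37 °C in 5% FBS RPMI. A CellTiter-Glo luminescence read gave % activity for curve fitting.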
MCF10A rerep – inducers of DNA re-replication in MCF 10A breast cells | MCF 10A DNA re-replication, Hoechst nuclear intensity, 48 h | Potency, µM (series often up to 46.1 µM), for the others: at the top dose activity, positive = re-replication, hits mostly activators | 350,000 tested, 2.9% active | AID 624296; note: potency is the fitted concentration of half-maximal effect; % of control where 0% means no effect; nearly all actives have a fitted effect of over 50% in size
HT1080-NT tox – kills 2HG-producing HT-1080-NT fibrosarcoma cells. HT-1080-NT fibrosarcoma viability, CellTiter-Glo ATP luminescence, 48 h. Potency, µM (titrated, usually from 46.1 µM), without a hit: at the highest dose activity, negative = less viability, most hits filed as cytotoxic. 360,000 tested, 1.6% active;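 note: NT is the 2HG producing partner of a matched IDH1 knockdown line; potency is the fitted concentration of half-maximal effect; 0% = DMSO-treated cells and -100% = media-only wells without cells; nearly all actives have a fitted effect of over 55% in size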
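Luminescent CellTiter-Glo readout after 48 hours of compound exposure at 37 degrees C defined viability of HT-1080-NT cells. Activity was normalized to DMSO wells and cell-free media wells; concentration-response curves were fitted and assigned curve classes.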
S2 tox – cell viability loss in ATXN counter-screen | S2 cells (HEK-293 line with an ATXN2-luciferase reporter) viability, CellTiter-Fluor protease fluorescence, 24 h | Potency, µM (highest dose often 56.7 µM), actives largely listed as cytotoxic | 400,000 tested, 0.49% active; note: potency is the fitted concentration of half-maximal effect; nearly all actives have a fitted effect of over 40% in size
KB-V1 cytotox – kills drug-selected multidrug resistant KB-V1 cells. KB-V1 MDR cells viability, CellTiter-Glo, 72 h. Potency, µM (top dose mostly 46.1 µM), for inactives: at the top dose activity change, negative = cytotoxicity, usual class: cytotoxic. 400,000 tested, 3.4% active. AID 1347076; note: potency is the fitted concentration of half-maximal effect; % is set by controls: 0 for no effect and ±100 for the full control effect; nearly all actives have a fitted effect of over 60% in size
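In this primary screen, KB-V1 cells overexpressing P-gp are incubated with library compounds (lowest to highest concentration) for 72 h at 37 degrees C before a luminescent ATP viability read.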
SW480 rerep – DNA re-replication induction in SW480 cells; SW480 DNA re-replication, Hoechst DNA content imaging, 48 h; Potency, µM (series often up to 46.1 µM), for inactives: at the highest dose re-replication activation, usual class: activators; 340,000 tested, 1.8% active; AID 624297; note: potency is the fitted concentration of half-maximal effect; % of control where 0% means no effect; nearly all actives have a fitted effect of over 55% in size
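250 cells/well; 23 nL cpd via pin tool; 48 hr, 37 C, 5% CO2; Hoechst 40 min; imager read of total nuclear intensity, ex 405/em 500-530 nm.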
KB-3-1 cytotox – kills parental KB-3-1 adenocarcinoma cells. KB-3-1 viability, CellTiter-Glo ATP luminescence, 72 h. Potency, µM (titrated, usually from 46.1 µM), without a hit: at the highest dose activity change, negative = cytotoxic, actives largely listed as cytotoxic. 400,000 tested, 1.4% active; note: potency is the fitted concentration of half-maximal effect; % is set by controls: 0 for no effect and ±100 for the full control effect; nearly all actives have a fitted effect of over 60% in size
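Multi-concentration cytotoxicity screen in KB-3-1 cells grown in DMEM lacking phenol red with 10% FBS. After 72 h at 37 °C with compound, ATP-dependent luminescence was recorded.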
ATXN2 expr inh – ATXN2 expression inhibition; HEK-293 ATXN2-luciferase reporter, luminescence, 24 h; Potency, µM (titrated, usually from 57 µM), inactives show top-dose activity change, negative = inhibition, usual class: inhibitors; 360,000 tested, 0.72% active; AID 1745845; note: potency is the fitted concentration of half-maximal effect; % is set by controls: 0 for no effect and ±100 for the full control effect; nearly all actives have a fitted effect of over 55% in size
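qHTS (up to 57 uM final) was run with 24 h compound exposure of reporter cells at 37 °C. Each well was multiplexed: SteadyGlo luminescence measured ATXN2-luciferase expression after a fluorogenic Gly-Phe-AFC viability readout (25 uM final).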
* hit, by the source's call; & = joins results of further samples; [ ] = remark or other dose. Unless noted, calls come from the whole dose curve; as a rule, active = well fitted curve in the direction sought with a large enough effect; inconclusive = small, poorly fitted or top-dose-only effect, or another doubt; inactive = no such curve, though single readings can be large; an effect the other way counts as inactive or inconclusive.

`Cc1cc(C)n(-c2nc(N(c3ccccc3)c3ccccc3)nc(-n3nc(C)cc3C)n2)n1` gave IL1B secr inh -84.0*, HT1080 IDH1KD tx 2.3%, MCF10A rerep inconclusive, HT1080-NT tox 4.8%, S2 tox 8.91µM*, KB-V1 cytotox 2.59µM*, SW480 rerep 17.3%, KB-3-1 cytotox 18.4µM* and ATXN2 expr inh 10µM*.
Screening CC(NCc1cccs1)C(=O)NC1CCCCC1 (stereo unspecified) returned IL1B secr inh -62.2*, HT1080 IDH1KD tx 11.9%, MCF10A rerep -4.7%, HT1080-NT tox 2.1%, S2 tox inactive, KB-V1 cytotox -2.3%, SW480 rerep inconclusive, KB-3-1 cytotox 20.5% and ATXN2 expr inh 8.2%.
For O=C(CN1CCN(Cc2ccccc2)CC1)NC(=O)NCc1ccco1 the results were IL1B secr inh -6.5, HT1080 IDH1KD tx 0.1%, MCF10A rerep -4.7%, HT1080-NT tox 1.9%, S2 tox inactive, KB-V1 cytotox -0.2%, SW480 rerep 1.1%, KB-3-1 cytotox -1.4% and ATXN2 expr inh 2.6%.
`Nc1nn(-c2cccc(F)n2)cc1-c1ccccc1` gave IL1B secr inh 19.3, HT1080 IDH1KD tx -4.4%, MCF10A rerep -26.8%, HT1080-NT tox -0.3%, S2 tox inactive, KB-V1 cytotox -21.4%, SW480 rerep -7.2%, KB-3-1 cytotox -13.0% and ATXN2 expr inh 31.9%[activator].
For Cc1ccc(NC(=O)Cn2cnc3sc(C(=O)O)c(C)c3c2=O)cc1Cl the results were S2 tox inactive, KB-V1 cytotox 8.2%, KB-3-1 cytotox 5.7% and ATXN2 expr inh 5.5%.
`CN1CCC(N(C)C(=O)c2ccc(Cl)c(S(=O)(=O)Nc3cc(Cl)ccc3Cl)c2)CC1` gave IL1B secr inh -11.8, HT1080 IDH1KD tx 3.5%, MCF10A rerep 5.3%, HT1080-NT tox 2.9%, S2 tox inactive, KB-V1 cytotox inconclusive, SW480 rerep -16.0%, KB-3-1 cytotox 4.3% and ATXN2 expr inh 1.7%.
For CCOCC(O)CS(=O)Cc1ccccc1 (stereo unspecified) the results were IL1B secr inh -8.2, HT1080 IDH1KD tx 4.6%, MCF10A rerep -6.7%, HT1080-NT tox 8.2%, S2 tox inactive, KB-V1 cytotox -12.7%, SW480 rerep 1.0%, KB-3-1 cytotox inconclusive and ATXN2 expr inh -0.5%.
For COc1ccc(S(=O)(=O)N2CCCCCC2)cc1C(=O)N1CCCCC1 the results were IL1B secr inh 0.0, HT1080 IDH1KD tx 1.6%, MCF10A rerep 2.5%, HT1080-NT tox 2.2%, S2 tox inactive, KB-V1 cytotox inconclusive, SW480 rerep -1.5%, KB-3-1 cytotox 2.4% and ATXN2 expr inh 11.5%.
`Cc1c(C(=O)O)[nH]c2ccc([N+](=O)[O-])cc12` gave IL1B secr inh 25.0, HT1080 IDH1KD tx 13.0%, MCF10A rerep -4.8%, HT1080-NT tox 0.4%, S2 tox inconclusive, KB-V1 cytotox 7.3%, SW480 rerep -9.2%, KB-3-1 cytotox 13.6% and ATXN2 expr inh 1.8%[11.3 µM].
Screening CCOC(=O)c1oc2ccccc2c1COC(=O)CNC(=O)c1cccc(C)c1 returned IL1B secr inh 0.0, HT1080 IDH1KD tx 4.6%, MCF10A rerep 5.9%, HT1080-NT tox 6.6%, S2 tox inactive, KB-V1 cytotox 1.5%, SW480 rerep 1.0%, KB-3-1 cytotox 4.3% and ATXN2 expr inh 9.1%.
For CN(c1ncnc2onc(-c3cccc(Cl)c3)c12)C1CCCCC1 the results were S2 tox inactive, KB-V1 cytotox 0.0%, KB-3-1 cytotox 8.4% and ATXN2 expr inh -11.6%.
For CCC(=O)Nc1nc(-c2ccccc2)ns1 the results were IL1B secr inh 2.5, HT1080 IDH1KD tx -6.2%, MCF10A rerep 5.0%, HT1080-NT tox -3.7%, KB-V1 cytotox -5.5%, SW480 rerep -13.4% and KB-3-1 cytotox 2.0%.
Screening COc1ccc(C(C)n2c(C)c3c(C)nnc(C)c3c2C)cc1 (stereo unspecified) returned IL1B secr inh -5.0, HT1080 IDH1KD tx -10.6%, MCF10A rerep inconclusive, HT1080-NT tox 1.0%, S2 tox inactive, KB-V1 cytotox 3.0%&-4.1%, SW480 rerep 5.1%, KB-3-1 cytotox inconclusive and ATXN2 expr inh -10.2%&-27.9%.
COc1ccc(C(c2sc3nc(C)nn3c2O)N2CCC(O)CC2)cc1OC (stereo unspecified) was read as IL1B secr inh -1.8, HT1080 IDH1KD tx 5.6%, MCF10A rerep -3.0%, HT1080-NT tox -14.7%, S2 tox inactive, KB-V1 cytotox -2.7%, SW480 rerep -13.3%, KB-3-1 cytotox -3.0% and ATXN2 expr inh 11.0%.
`Cc1nn(-c2ccccc2)c(N)c1N=Nc1ccc(Cl)cc1` gave IL1B secr inh -76.1*, HT1080 IDH1KD tx inconclusive, MCF10A rerep inconclusive, HT1080-NT tox inconclusive, S2 tox inconclusive, KB-V1 cytotox inconclusive, SW480 rerep inconclusive, KB-3-1 cytotox 0.1% and ATXN2 expr inh 37.6%[activator].
For OCC(O)CN(c1ccccc1)c1ccccc1 (stereo unspecified) the results were IL1B secr inh -15.7, HT1080 IDH1KD tx -18.4%, MCF10A rerep inconclusive, HT1080-NT tox -20.8%, S2 tox inactive, KB-V1 cytotox -0.3%, SW480 rerep -3.9%, KB-3-1 cytotox -4.7% and ATXN2 expr inh 27.4%.
For CC(=O)c1ccc(NC(=S)N2CCC(Cc3ccccc3)CC2)cc1 the results were IL1B secr inh -79.1*, HT1080 IDH1KD tx -11.2%, MCF10A rerep 25.3%, HT1080-NT tox -28.0%, S2 tox inactive, KB-V1 cytotox -2.3%, SW480 rerep -13.3%, KB-3-1 cytotox -3.5% and ATXN2 expr inh -9.3%.
COCCN1CCc2[nH]c(=S)[nH]c(=O)c2C1 was read as IL1B secr inh 4.4, HT1080 IDH1KD tx 1.4%, MCF10A rerep -1.8%, HT1080-NT tox 10.7%, S2 tox inactive, KB-V1 cytotox 6.0%, SW480 rerep -4.7%, KB-3-1 cytotox -1.8% and ATXN2 expr inh 0.0%.
O=C1C(CCc2ccccc2)ON=C(c2cnccn2)N1Cc1ccc(F)cc1 (stereo unspecified) was read as IL1B secr inh -23.9, HT1080 IDH1KD tx -10.5%, HT1080-NT tox -16.5%, S2 tox inactive, KB-V1 cytotox inconclusive, KB-3-1 cytotox -16.5% and ATXN2 expr inh -1.8%.
COc1ccc(-n2c(=O)c3c4c(sc3n3c(=S)[nH]nc23)CCC4)cc1 was read as HT1080 IDH1KD tx -6.2%, MCF10A rerep -31.4%[inhibitor], HT1080-NT tox -12.1%, S2 tox inactive, KB-V1 cytotox -22.2%, SW480 rerep -2.5%, KB-3-1 cytotox 8.6% and ATXN2 expr inh -1.2%.
Screening COc1cc(C(=O)NCc2nnc(SCC(=O)Nc3cc(C)on3)o2)cc(OC)c1OC returned IL1B secr inh -10.3, HT1080 IDH1KD tx inconclusive, MCF10A rerep -0.5%, HT1080-NT tox 24.1%, S2 tox inactive, KB-V1 cytotox -0.4%, SW480 rerep 0.3%, KB-3-1 cytotox 0.6% and ATXN2 expr inh -26.1%.
`NS(=O)(=O)c1ccc(NC(=O)COC(=O)COc2ccc3ccccc3c2)cc1` gave IL1B secr inh -13.2, HT1080 IDH1KD tx -9.4%, MCF10A rerep -2.3%, HT1080-NT tox -0.8%, S2 tox inactive, KB-V1 cytotox -10.3%, SW480 rerep -12.5%, KB-3-1 cytotox 4.6% and ATXN2 expr inh -32.1%.
For CC(NC(=O)c1cccc(S(=O)(=O)N2CCN(C)CC2)c1)c1ccc(Cl)cc1Cl (stereo unspecified) the results were IL1B secr inh inconclusive, HT1080 IDH1KD tx -1.1%, MCF10A rerep inconclusive, HT1080-NT tox 7.5%, S2 tox inactive, KB-V1 cytotox inconclusive, SW480 rerep 1.9%, KB-3-1 cytotox 2.8% and ATXN2 expr inh -16.3%.
For O=C(CC1Oc2ccc(Cl)cc2NC1=O)NC1CCCCCC1 (stereo unspecified) the results were IL1B secr inh 18.5, HT1080 IDH1KD tx 8.0%, MCF10A rerep 0.1%, HT1080-NT tox 14.5%, S2 tox inactive, KB-V1 cytotox -1.0%, SW480 rerep -4.9%, KB-3-1 cytotox 0.1% and ATXN2 expr inh 9.0%.
`COc1cc(OC)c2c(=O)cc(-c3ccccc3)oc2c1` gave IL1B secr inh -23.1, HT1080 IDH1KD tx -0.3%, MCF10A rerep -1.9%, HT1080-NT tox -4.0%, S2 tox inactive, KB-V1 cytotox -28.0%, SW480 rerep -6.4%, KB-3-1 cytotox -0.1% and ATXN2 expr inh 12.2%.
Screening COc1cc(C)c(S(=O)(=O)N2CCOCC2)c(C)c1C returned IL1B secr inh -14.3, HT1080 IDH1KD tx -5.2%, MCF10A rerep inconclusive, HT1080-NT tox -6.1%, S2 tox inconclusive, KB-V1 cytotox -18.7%, SW480 rerep -6.0%, KB-3-1 cytotox -5.9% and ATXN2 expr inh -37.9%.
For Cc1ccc(OCCSc2nc3ccccc3n2CC(=O)NC(C)C)cc1 the results were S2 tox inactive, KB-V1 cytotox -9.7%, KB-3-1 cytotox -12.4% and ATXN2 expr inh 6.6%.

Molecules listed so far that have a furan ring, fused or not, in the order listed:
For O=C(CN1CCN(Cc2ccccc2)CC1)NC(=O)NCc1ccco1 the results were IL1B secr inh -6.5, HT1080 IDH1KD tx 0.1%, MCF10A rerep -4.7%, HT1080-NT tox 1.9%, S2 tox inactive, KB-V1 cytotox -0.2%, SW480 rerep 1.1%, KB-3-1 cytotox -1.4% and ATXN2 expr inh 2.6%.
Screening CCOC(=O)c1oc2ccccc2c1COC(=O)CNC(=O)c1cccc(C)c1 returned IL1B secr inh 0.0, HT1080 IDH1KD tx 4.6%, MCF10A rerep 5.9%, HT1080-NT tox 6.6%, S2 tox inactive, KB-V1 cytotox 1.5%, SW480 rerep 1.0%, KB-3-1 cytotox 4.3% and ATXN2 expr inh 9.1%.
